Screening results (PubChem BioAssay)
TRPC4 inh: inhibitors of mouse TRPC4 channel; B-score at 10 µM; HEK293 TRPC4beta/mu-opioid, DAMGO-evoked Fluo4 calcium flux; hits give low values; 300,000 tested, 0.39% active; Q9QUQ5;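 active = B-score over 3 SD under the library average, no early fluorescence shift, positive overall ratio signal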
Target sequence (Q9QUQ5 whole entry, looked up): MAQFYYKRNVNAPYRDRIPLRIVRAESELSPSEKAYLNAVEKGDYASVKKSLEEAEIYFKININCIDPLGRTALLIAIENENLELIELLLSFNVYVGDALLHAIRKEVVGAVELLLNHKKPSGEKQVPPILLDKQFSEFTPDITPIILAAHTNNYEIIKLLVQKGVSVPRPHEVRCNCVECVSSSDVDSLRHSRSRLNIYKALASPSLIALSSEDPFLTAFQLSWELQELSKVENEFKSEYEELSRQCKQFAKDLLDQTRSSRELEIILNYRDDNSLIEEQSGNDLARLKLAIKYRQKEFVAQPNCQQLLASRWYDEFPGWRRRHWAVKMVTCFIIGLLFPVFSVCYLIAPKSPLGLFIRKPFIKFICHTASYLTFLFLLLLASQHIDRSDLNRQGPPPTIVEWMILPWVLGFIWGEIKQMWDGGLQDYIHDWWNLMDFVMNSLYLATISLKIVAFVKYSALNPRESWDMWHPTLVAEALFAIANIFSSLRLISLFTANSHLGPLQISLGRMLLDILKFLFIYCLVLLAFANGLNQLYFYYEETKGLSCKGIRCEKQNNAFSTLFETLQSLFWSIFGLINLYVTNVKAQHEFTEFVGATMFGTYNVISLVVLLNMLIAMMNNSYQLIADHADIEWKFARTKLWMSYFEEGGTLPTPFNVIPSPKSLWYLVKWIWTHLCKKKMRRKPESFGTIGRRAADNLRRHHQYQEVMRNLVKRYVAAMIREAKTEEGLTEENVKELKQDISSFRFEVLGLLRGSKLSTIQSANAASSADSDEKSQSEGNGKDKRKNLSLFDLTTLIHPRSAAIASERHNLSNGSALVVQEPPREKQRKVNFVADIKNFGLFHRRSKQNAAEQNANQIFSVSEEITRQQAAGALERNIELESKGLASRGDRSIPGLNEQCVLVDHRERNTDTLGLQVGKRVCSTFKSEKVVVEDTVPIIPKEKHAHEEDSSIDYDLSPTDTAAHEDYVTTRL
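Assay system – HEK293 line stably carrying TRPC4beta and mu-opioid receptor · Doses – single dose · Detection – Fluo4 calcium-dye fluorescence, kinetic read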
TRPC4 agonist: TRPC4 (mouse) channel activation; Q9QUQ5; HEK293 TRPC4beta/mu-opioid, Fluo4 calcium fluorescence; hits give high values; B-score at 10 µM; 310,000 tested, 0.49% active; AID 2237;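 active = B-score above 5 SD of library B-scores, and initial fluorescence ratio not above library mean plus 5 SD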;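 also: positive B-score marks a calcium rise read as TRPC4 activation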
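Test system: HEK293 cells stably co-expressing mouse TRPC4beta and mu-opioid receptor | Schedule: Fluo4 dye loading 45 min at room temperature, 110 s recording | Measured by: Kinetic Fluo4 calcium fluorescence, 5 s baseline at 1 Hz | Evaluation: B score of integrated ratio | Controls: Buffer (low) and maximal DAMGO (high)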
KCNK3 inh: human KCNK3 channel inhibition, primary screen; CHO-KCNK3 thallium flux, FluxOR fluorescence; hits give low values; 340,000 tested, 0.84% active; AID 602410; B-score at 10 µM;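 active = B-score under library mean minus 4 SD, starting fluorescence ratio at most library mean plus 5 SD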;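 also: more negative B-score means stronger inhibition of thallium flux through KCNK3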
PolyA inhibitor: inhibitors of polyadenylation in S. cerevisiae; S. cerevisiae SKY197-pL101 polyadenylation reporter, beta-gal luminescence; efflux-impaired pdr1/pdr3 knockout yeast; score 100 = 6 SD above DMSO; calls only at 12 µM; 300,000 tested, 0.02% active; AID 1875;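 active = lowest replicate activity score at least 50, where 100 means six control SD above control mean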;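 also: yeast exposed to compound for 9 h at 30 °C; higher score means more reporter readthrough which indicates perturbed polyadenylation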
KCNQ1 inh: blocks the human KCNQ1 potassium channel; 310,000 tested, 1.3% active; CHO-K1 KCNQ1, FluxOR thallium flux fluorescence; hits give high values; B-score at 10 µM; AID 2642; P51787;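 active = compounds whose thallium flux B-score, printed positive for inhibition, exceeds three library SD while starting fluorescence stays within three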;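 also: channel opened by potassium depolarization with thallium stimulus after 20 min compound exposure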
TRPC4 PAM: allosteric potentiators of mouse TRPC4 channel; HEK293 TRPC4beta/mu-opioid, DAMGO EC20, Fluo-4 Ca2+ flux; hits give high values; 310,000 tested, 0.42% active; B-score at 10 µM; Q9QUQ5;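 active = B-score of calcium response area above 5 SD of library B-scores, with initial fluorescence ratio within 5 SD of library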;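 also: B-score of integrated fluorescence ratio over time as area under calcium response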
KCNQ1 act: potentiators or activators of human KCNQ1 potassium channel | P51787 | CHO-K1 KCNQ1, thallium flux FluxOR fluorescence; hits give high values | B-score at 10 µM | 310,000 tested, 0.35% active | AID 2648;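 active = fluorescence ratio B-score, a plate-corrected score, at least three library SD, with initial intensity B-score within 5 SD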
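Material: CHO-K1 cells stably expressing KCNQ1. Medium: assay buffer for compound exposure, DMSO matched across wells. Reagent: K+/Tl+ depolarizing stimulus. Compound dosing: single-concentration screen. Times: 37 °C overnight plating, 90-min dark dye load, 20-min compound pretreatment. Technique: FluxOR Tl+ flux fluorescence.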
DYRK1A inh: blocks rat Dyrk1A kinase activity. 310,000 tested, 0.43% active. ADP-Glo luminescence, NFATc1 peptide. Q63470. AID 504441. inhibition, % at 12.5 µM; in the data active = inhibition above about 50%;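 also: plate controls were vehicle with enzyme for no effect and no enzyme for full effect; many of its hits are not listed in these tables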
Platelet DG rel: modulates dense granule release in human platelets | inhibition, %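 (compounds screened at 7.5 µM in platelet-rich plasma)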 | human platelet-rich plasma, SFLLRN dense granule ATP release, luminescence | 300,000 tested, 0.22% active;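 active = mean replicate score, as percent of positive control, at or above 50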
KCNK9 block: blocks the human KCNK9 two-pore domain potassium channel. 310,000 tested, 1.2% active. B-score at 10 µM. Q9NPC2. HEK293 KCNK9, FluxOR thallium flux fluorescence; hits give low values. AID 488922;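 active = ratio B-score over 3 SD below the library mean, with starting fluorescence within 5 SD of its mean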;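 also: negative B-score means less thallium flux so channel inhibition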
hERG rescue: shields human hERG channel from block by proarrhythmic agents; 310,000 tested, 0.51% active; activation (rescue from dofetilide block), less the hit threshold, % at 10 µM; CHO-hERG, FluxOR thallium flux, dofetilide IC70 present; Q12809; AID 1511;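 active = activation above the mean of controls blocked by dofetilide plus 5 SD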;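 also: thallium influx through hERG after potassium depolarization seen as dye fluorescence rise; in these data hits start at about 4.7%; inactives centre near -7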
An asterisk follows results filed as active; i = inactive; . = not tested or not shown.

SMILES	TRPC4 inh	TRPC4 agonist	KCNK3 inh	PolyA inhibitor	KCNQ1 inh	TRPC4 PAM	KCNQ1 act	DYRK1A inh	Platelet DG rel	KCNK9 block	hERG rescue
CC1CCN(c2c(NCC3CCC(C(=O)NCCC4=CCCCC4)CC3)c(=O)c2=O)CC1 (stereo not given)	i	i	i	i	i	i	i	-2	-1	i	-9
Cc1cccc(NS(=O)(=O)c2ccc3c(c2)CCC(=O)N3)c1	i	i	i	i	i	i	i	0	-2	i	-1
CCOc1ccc2nc(COC(=O)c3cccs3)c(C(=O)c3ccccc3)[n+]([O-])c2c1	i	i	i	i	i	i	i	-4	-19	i	-12
O=C(NC1CCN(C(=O)Nc2cccc(Cl)c2)CC1)c1ccco1	i	i	i	i	i	i	i	-6	-1	i	-9
C=CCN1C(=O)/C(=c2\sc3nc(=O)c(Cc4ccc(OC)c(OC)c4)nn3c2=O)c2ccccc21	i	i	i	i	i	i	i	.	-6	i	-5
O=C(c1cc(COc2c(F)cccc2F)on1)N1CCC(c2ccncc2)CC1	i	i	i	i	i	i	i	-5	8	i	-18
CCc1ccc(CNCc2ccc(OCC(O)CN(C)Cc3ccccc3)cc2)nc1 (stereo not given)	i	i	i	i	i	i	i	-3	-6	i	-13
O=C1c2ccccc2C(=O)N1CCCc1nc2ccccc2c(=O)n1CCCn1ccnc1	i	i	i	.	i	i	i	5	-2	i	-14
Cc1ccc(NC(=O)c2cccc(NC3=NC4CS(=O)(=O)CC4S3)c2)cc1C (stereo not given)	i	i	i	i	i	i	i	-1	-7	i	-11
Cc1ccn2c(=O)nc(SCC(=O)NCc3ccccc3)nc2c1	i	i	i	i	i	i	i	7	7	i	-12
C[n+]1ccccc1/C=C/c1ccc([N+](=O)[O-])cc1	i	i	i	i	i	i	i	0	.	i	-9
C/C(CCc1ccco1)=N\NC(=O)CNc1c(Br)cc(Br)cc1Br	i	i	i	i	i	i	i	-5	13	i	-8
Cc1[nH]c2ccccc2c1SCC(=O)N1CCC(C)CC1	i	i	i	i	i	i	i	0	-8	i	-17
COc1ccc(/C=N/O)cc1COc1ccc(NC(C)=O)cc1	i	i	i	i	i	i	i	6	-4	i	-9
CCOC(=O)COc1c(OC)cc(Cl)cc1C1Nc2ccccc2C(=O)N1c1ccc(F)cc1 (stereo not given)	i	i	i	i	i	i	i	1	-9	-12*	0
Cc1ccccc1OCc1nnc2n1CC(C)S2 (stereo not given)	i	i	i	i	i	i	i	-4	-2	i	-6
CCCCn1c(N)c(N(CCOC)C(=O)c2cc3ccccc3cc2OC)c(=O)[nH]c1=O	i	i	i	i	i	i	i	8	2	i	-14
CCOC(=O)N1CCc2c(sc3[nH]c(=S)[nH]c(=S)c23)C1	i	i	.	i	i	i	i	.	6	i	-7
c1ccc(CCn2c(SCc3ccccc3)nnc2-c2ccncc2)cc1	i	i	i	i	i	i	i	1	-2	i	-5
COc1cccc(NC(=S)N2CCN(C(c3ccccc3)c3ccccc3)CC2)c1	i	i	i	i	i	i	i	-1	-1	i	-13
CCN(CC)S(=O)(=O)c1ccc(NC(=O)c2cc(=O)[nH]c3ccccc23)cc1	i	i	i	i	i	i	i	.	2	i	-13
CCN1CCN(c2ccc(NC(=O)c3cccc4ncccc34)cc2)CC1	i	i	i	i	i	i	i	.	1	i	-11
O=C(NCCOc1ccc(F)cc1)C1CCC(=O)N(CCN2CCOCC2)C1 (stereo not given)	i	i	i	i	i	i	i	.	-7	i	-7
Cn1c(NC(=O)C(C)(C)Oc2ccc(Cl)cc2)cc(=O)n(C)c1=O	i	i	i	i	i	i	i	3	-4	i	-19
CCOC(=O)N1CCN(c2cc(=O)n(Cc3ccc(F)cc3)c(=O)[nH]2)CC1	i	i	i	i	i	i	i	17	-8	i	2
Cc1cc(=O)oc2cc(OCC(=O)N3CCOCC3)ccc12	i	i	i	i	i	i	i	-7	-5	i	0
CSc1ccccc1NC(=O)Nc1cccc(Cl)c1Cl	i	i	i	i	i	i	i	2	3	i	-10
CCOCC(=O)Nc1nc2ccc(OCC)cc2s1	i	i	i	i	i	i	i	24	13	i	-14
Cc1ccc2[nH]c(O)c(N=NC(N)=S)c2c1	i	i	i	i	i	i	i	-2	-9	i	-8
O=C(CNC(=O)c1cc(=O)[nH]c2ccccc12)Nc1ccc(F)c(F)c1	i	i	i	i	i	i	i	-3	7	i	-9
Cc1ccc(/C=[N+](\[O-])c2ccc(N(C)C)cc2)c2nsnc12	i	i	i	i	i	i	i	0	6	i	-2
N#CC1(Cc2ccccc2)c2ccccc2C=CN1C(=O)c1ccccc1 (stereo not given)	i	i	i	i	6*	i	i	-2	0	-9.8*	-19
O=C1CC(N2CCCCC2)C(=O)N1c1ccccc1 (stereo not given)	i	i	i	i	i	i	i	-3	-5	i	-4
COc1cccc2c1cc1c(=O)n(CC(=O)N3CCC(C)CC3)nc(C)n12	i	i	i	i	i	i	i	-4	-19	i	-10
O=S(=O)(CCN1CCSCC1)c1ccc(Cl)cc1	i	i	i	i	i	i	i	8	-4	i	-10
O=C(O)c1cc2c(cc1Cl)N1CCCCCC1=NS2(=O)=O	i	i	i	i	i	i	i	0	5	i	-10
O=C(NC1CCCC1)c1n[nH]c2ccccc12	i	i	i	i	i	i	i	16	2	i	-14
Cc1cccc(C)c1NC(=O)C(NC=O)c1ccccc1 (stereo not given)	i	i	i	i	i	i	i	-5	19	i	-5
CC(C)(ONC(=O)Nc1ccccc1Cl)C(=O)O	i	i	i	i	i	i	i	-2	-3	i	-4
COc1ccc([N+](=O)[O-])cc1NC(=S)NC(NC(C)=O)C(Cl)(Cl)Cl (stereo not given)	i	i	i	i	i	i	i	-3	0	i	-12
COc1ccc(NC(=O)c2ccc3ccccc3n2)cc1S(=O)(=O)N1CCCCC1	i	i	i	i	i	i	i	3	4	i	-7
COc1ccc2[nH]c(=O)c(CN(C(=O)NC3CCCCC3)C3CCCC3)cc2c1	i	i	i	i	i	i	i	3	-3	i	-14
Cc1nn(C)c(C)c1/C=C(\C#N)C(N)=O	i	i	i	i	i	i	i	1	-3	i	-12
N=c1c2cn[nH]c2nc(SCC(=O)c2ccc(Br)cc2)n1-c1ccc(Br)cc1	i	i	i	i	i	i	i	0	-5	i	-1
CSC(=Nc1ccccc1)C1=C(O)COC1=O	i	i	i	i	i	i	i	-8	-2	i	-6
COC(=O)c1ccccc1NC(=O)C1CCN(c2ncnc3c2nc2n3CCCCC2)CC1	i	i	i	i	i	i	i	5	-3	i	-11
C=CCn1c(COc2ccccc2)nc2ccccc21	i	i	i	i	i	i	i	1	-3	i	-10
O=C1CCCc2c1nc(-c1ccc([N+](=O)[O-])cc1)n2O	i	i	i	i	i	i	i	-4	1	i	-1
COc1cc2c(cc1OC)-c1cc(OCc3ccccc3Cl)nc(=O)n1CC2	i	i	i	i	i	i	i	-5	1	i	-15
Clc1ccccc1-c1nnc2sc(-c3ccccn3)nn12	i	i	i	i	i	i	i	1	-2	i	-17
COc1ccc(OCc2nnc(SCC(=O)c3ccccc3)o2)cc1	i	i	i	.	i	i	i	2	-1	i	-6
CC(C)(C)NC(=O)c1cccc(NC(=O)Cc2ccc(Br)cc2)c1	i	i	i	i	i	i	i	4	8	i	-9
CCCOC(=O)c1cccc(NC(=O)COc2ccc([N+](=O)[O-])cc2)c1	i	i	i	i	i	i	i	-7	-9	i	-10
Cc1ccc(C(=O)N/N=C2\CC3CC=CC23)c(C)c1 (stereo not given)	i	i	i	i	i	i	i	-5	1	i	-12
CCS(=O)(=O)N1CCN=C1SC(C)c1ccccc1 (stereo not given)	i	i	i	i	i	i	i	-7	-18	i	-10
Cc1ccc2nc(C3CCN(C(=O)c4ccco4)CC3)[nH]c2c1	.	i	i	i	i	i	i	-6	-7	i	-5
O=C(CSc1nc2ccccc2c(=O)n1-c1ccc(F)cc1)Nc1ccc2c(c1)CCC2	i	i	i	i	i	i	i	-1	7	i	-10
Cc1cc(N)c2ccccc2n1	i	i	i	i	i	i	i	-2	-1	i	-1
O=C(Nc1cccc(Cl)c1)C1C2C=CC3(O2)C1C(=O)N(CCN1CCCCC1)C3C(=O)NC1CCCCC1 (stereo not given)	i	i	i	i	i	i	i	-3	0	i	-10
COCCN1C(=O)N(c2cccc(OC)c2)C(=O)C1CC(=O)Nc1cccc(F)c1 (stereo not given)	i	i	i	i	i	i	i	4	-4	i	-1

Additional structures follow:
SMILES	TRPC4 inh	TRPC4 agonist	KCNK3 inh	PolyA inhibitor	KCNQ1 inh	TRPC4 PAM	KCNQ1 act	DYRK1A inh	Platelet DG rel	KCNK9 block	hERG rescue
CCCn1c(=S)[nH]c2sc3c(c2c1=O)CCCC3	i	i	i	i	i	i	43*	5	-12	i	48*
Cc1ccc(NC(=O)CC2Oc3ccc(C)cc3NC2=O)c(C)c1 (stereo not given)	i	i	i	i	i	i	i	-2	2	i	-7
CC1Sc2ccc(C(=O)O)cc2NC1=O (stereo not given)	i	i	i	i	i	i	i	-1	0	i	-14
O=C(Oc1ccc(/C=N/Nc2ccccc2)cc1)c1ccccc1	i	i	i	i	i	i	i	1	2	i	-13

Arranged by number of heavy atoms (rising): six of the compounds above
SMILES	TRPC4 inh	TRPC4 agonist	KCNK3 inh	PolyA inhibitor	KCNQ1 inh	TRPC4 PAM	KCNQ1 act	DYRK1A inh	Platelet DG rel	KCNK9 block	hERG rescue
Cc1ccc2[nH]c(O)c(N=NC(N)=S)c2c1	i	i	i	i	i	i	i	-2	-9	i	-8
CCCn1c(=S)[nH]c2sc3c(c2c1=O)CCCC3	i	i	i	i	i	i	43*	5	-12	i	48*
Cc1cccc(NS(=O)(=O)c2ccc3c(c2)CCC(=O)N3)c1	i	i	i	i	i	i	i	0	-2	i	-1
O=C(Oc1ccc(/C=N/Nc2ccccc2)cc1)c1ccccc1	i	i	i	i	i	i	i	1	2	i	-13
Cc1ccc(NC(=O)c2cccc(NC3=NC4CS(=O)(=O)CC4S3)c2)cc1C (stereo not given)	i	i	i	i	i	i	i	-1	-7	i	-11
O=C1c2ccccc2C(=O)N1CCCc1nc2ccccc2c(=O)n1CCCn1ccnc1	i	i	i	.	i	i	i	5	-2	i	-14

Some of the compounds tested; the hit share may differ from the screen's.
